Phagocytosis inh: macrophage phagocytosis inhibition; J774A.1 macrophage IgG-bead phagocytosis, imaging; inhibition, % at 5 µM; 110,000 compounds, 0.07% hits; AID 1029;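 active = inhibition above the mean of the plate negative controls plus 5 SD, cut at about 13% in these data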;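 also: phagocytic index as fraction of beads internalized from green versus red external bead signal; plate controls were DMSO negative control for no effect and cytochalasin-D positive control for full effect; some results beyond the cut were filed as inactive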
MRP1 act: activators of MRP-1. H69AR cells + doxorubicin, viability rescue, CellTiter-Glo. viability increase, % at 10 µM. 140,000 compounds, 0.61% hits;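 active = viability gain under doxorubicin at or above a set limit, the compound median plus 3 SD, cut at about 4.7% in these data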;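 also: MRP-1 overexpressing cells given doxorubicin 25 µM after compound pretreatment; 18-22 h compound pretreatment then 72 h with doxorubicin before readout; 0% = doxorubicin-only wells and 100% = vehicle-treated cells without doxorubicin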
NPY-Y2 antag: blocks the human neuropeptide Y Y2 receptor. inhibition, % at 2.7 µM. 140,000 compounds, 0.99% hits. NPY-Y2 expressing cells, antagonist mode. P49146; in the data active = inhibition above about 17%;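 also: 0% = vehicle with agonist challenge and 100% = reference antagonist with challenge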
Target sequence (P49146 whole entry, looked up): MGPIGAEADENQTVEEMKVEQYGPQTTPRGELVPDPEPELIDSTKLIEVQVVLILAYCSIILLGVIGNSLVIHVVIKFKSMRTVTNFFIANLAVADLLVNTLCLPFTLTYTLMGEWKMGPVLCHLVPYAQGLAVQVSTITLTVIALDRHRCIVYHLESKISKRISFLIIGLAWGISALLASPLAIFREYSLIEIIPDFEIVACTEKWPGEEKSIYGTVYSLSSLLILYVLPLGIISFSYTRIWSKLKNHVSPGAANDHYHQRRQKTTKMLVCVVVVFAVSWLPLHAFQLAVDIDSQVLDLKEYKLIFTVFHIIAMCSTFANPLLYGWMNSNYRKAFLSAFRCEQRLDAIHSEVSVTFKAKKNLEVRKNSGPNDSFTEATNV
bCat KO growth: beta-catenin-lacking colon tumor cell growth suppression. HCT116 beta-catenin knockout viability, CellTiter-Glo, 60 h; active compounds read low. viability, % at 10 µM. 140,000 compounds, 1.5% hits;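 active = viability at or under a set limit, the compound median less 4 SD, cut at about 6% in these data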;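 also: 0% = Hyamine 1622 control at 20 µM and 100% = untreated cell control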
Yeast lifespan up: extends the lifespan of yeast | S. cerevisiae growth with nicotinamide, OD615; deaD strain in restrictive glucose medium | inhibition of the nicotinamide effect, % at 10 µM | 130,000 compounds, 0.68% hits | AID 775;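 active = inhibition above a set limit, placed 3 SD over the median of all compounds, cut at about 26% in these data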;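 also: 0% = nicotinamide-treated wells and 100% = cells grown without nicotinamide; some compounds called inactive have numbers as strong as hits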
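Assay system: engineered S. cerevisiae DeaD replicative-lifespan strain, galactose-grown log-phase cells; medium: restrictive CSMM-D dextrose medium; also added: nicotinamide, 1.5 mM, co-present with compound; schedule: 48 h compound exposure at 30 °C, humidified; detection: absorbance at 615 nm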
E-sel TNF inh: TNF alpha driven E-selectin expression inhibition. inhibition, % at 2 µM. HUVEC TNFa-induced E-selectin immunofluorescence, high content. 120,000 compounds, 0.71% hits;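 active = inhibition above the batch mean plus 3 SD, and confirmed as a hit on visual image review, cut at about 43% in these data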;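 also: 0% = TNF-stimulated DMSO wells and 100% = unstimulated control wells; not every result past the cut was called active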
Yeast growth inh: reduces growth of yeast BB579 in restrictive medium. AID 804. inhibition, % at 10 µM. S. cerevisiae BB579 growth, OD615, 48 h. 140,000 compounds, 0.51% hits;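 active = inhibition above a set limit, 3 SD over the mean compound inhibition, cut at about 44% in these data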; also: inactives centre near -24
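System: DeaD yeast strain BB579; buffer or medium: CSMM-D dextrose restrictive medium; technique: OD at 615 nm; schedule: 4 h cell preincubation, 48 h compound exposure, 30 °C humidified; doses: single 10 µM dose; controls: amphotericin B 10 µg/mL, positive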
HCT116 PTEN-null: PTEN-deleted cell growth suppression | HCT116 PTEN-null viability, CellTiter-Glo, 60 h; active compounds read low | viability, % at 10 µM | 140,000 compounds, 1.2% hits;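 active = viability at or below a set limit, 4 SD under the median of all tested compounds, cut at about 3.7% in these data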;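 also: PTEN knockout HCT116 line with beta catenin targeted HCT116 as companion control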
Measles CPE: protection of cells from measles virus. Measles virus-infected cells, CPE protection, absorbance. protection (pct of control), % at 4 µM. 140,000 compounds, 1.5% hits. AID 841; in the data active = protection mostly above about 24%, no sharp cut-off; inactive = mostly below about 26%; also: some compounds called inactive have numbers as strong as hits
GALR2 antag: antagonists of human galanin receptor 2 (GALR2); AID 828; inhibition, % at 4 µM; GALR2-expressing cells, antagonist mode; O43603; 140,000 compounds, 0.39% hits; in the data active = inhibition above about 27%;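 also: cells stimulated with galanin 1-16 at roughly its EC80; 0% = agonist challenge control and 100% = basal control without agonist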
Starred values were filed as active, the others as inactive; nt = not tested or not shown. Compounds were not picked by outcome. Share with any hit: about 6.1%.

A first look:
SMILES	Phagocytosis inh	MRP1 act	NPY-Y2 antag	bCat KO growth	Yeast lifespan up	E-sel TNF inh	Yeast growth inh	HCT116 PTEN-null	Measles CPE	GALR2 antag
O=[N+]([O-])c1ccc(CSc2nnc(-c3cnccn3)o2)cc1	0.4	-3.5	2.5	89.8	-6.8	1.6	-22.8	84.2	2.7	-1.2
O=c1cc(N2CCC(Cc3ccccc3)CC2)[nH]c(=O)n1C1CCCCC1	nt	-1.9	0.5	88.0	-16.5	nt	-14.2	77.3	6.3	-6.8

The listing, from the start:
SMILES	Phagocytosis inh	MRP1 act	NPY-Y2 antag	bCat KO growth	Yeast lifespan up	E-sel TNF inh	Yeast growth inh	HCT116 PTEN-null	Measles CPE	GALR2 antag
O=[N+]([O-])c1ccc(CSc2nnc(-c3cnccn3)o2)cc1	0.4	-3.5	2.5	89.8	-6.8	1.6	-22.8	84.2	2.7	-1.2
O=c1cc(N2CCC(Cc3ccccc3)CC2)[nH]c(=O)n1C1CCCCC1	nt	-1.9	0.5	88.0	-16.5	nt	-14.2	77.3	6.3	-6.8
O=S(=O)(CCSc1ccccn1)c1nc2ccccc2s1	1.3	-2.2	2.8	35.4	59.6*	-3.9	-0.3	53.2	6.5	11.6
CC(=O)N(CN1C(=O)c2ccc([N+](=O)[O-])cc2C1=O)c1ccc(F)cc1	1.0	0.7	2.4	94.8	23.2	nt	1.1	102.1	17.9	0.6
O=C(c1ccc([N+](=O)[O-])cc1)N(Cc1ccc(Cl)cc1Cl)N1C(=O)CCCC1=O	-3.4	-4.1	3.4	78.3	-18.6	-15.5	-38.0	92.1	5.0	-8.8
Cc1cc(C)c(OCC(=O)Nc2nnn(C)n2)c(Br)c1	nt	-2.5	4.5	95.0	-6.7	10.5	-35.0	93.4	6.3	3.5
CC1=C(C(=O)OCc2ccccc2)C(c2ccccc2)NC(=O)N1CCCCCC(=O)O (stereo not given)	nt	-2.2	-0.1	93.5	9.9	nt	-50.1	92.8	3.8	1.3
CC(=O)c1cc(C#N)c(SCC(=O)OC(C)C)nc1C	-0.7	0.1	1.5	92.0	-2.1	-42.3	1.4	92.3	16.9	8.4
CN(CC(=O)N1CCN(c2ccccn2)CC1)S(=O)(=O)c1ccc2ccccc2c1	-0.4	-2.3	6.9	70.4	-14.8	14.9	-12.8	66.7	26.1	-4.8
CC1CCN(C(=O)CSCc2ccc(Cl)cc2)CC1	-0.6	1.6	2.8	106.8	-3.3	8.7	-61.0	104.9	6.2	-2.7
Cc1nc(SCCC(C)C)c([N+](=O)[O-])[nH]1	0.2	-0.8	9.4	104.0	-5.3	-0.7	-23.6	84.1	4.6	-19.4
O=[N+]([O-])c1ccccc1-c1ccc(/C=N/n2cnnc2)o1	nt	-4.6	14.4	91.8	-6.1	-51.3	-14.7	88.7	5.1	-0.3
CCN(CC)C(=O)c1cc2cc(Br)ccc2oc1=O	-0.8	-1.0	1.2	91.8	30.1	-7.2	-45.0	107.6	8.3	0.5
COC(=O)c1ccccc1S(=O)(=O)N(Cc1cc2ccc(OC)cc2[nH]c1=O)CC1CCCO1 (stereo not given)	0.5	-1.2	3.0	96.2	-5.5	-38.4	-28.7	96.6	32.8	3.1
COc1ccc2nc(NC(=O)CCn3cccc3)sc2c1	0.9	-0.1	-3.1	102.1	-3.8	nt	-40.2	104.4	16.1	-7.2
CCOCC(=O)NCc1ccc2c(c1)OCO2	-0.8	-1.6	0.1	89.7	-6.5	-7.2	-22.3	97.5	5.2	-13.8
[O-]/[N+](=C\c1ccccc1)[C@@H]1CCCC[C@@H]1/[N+]([O-])=C/c1ccccc1	-0.8	0.7	-1.6	94.3	-2.1	-6.8	-18.4	105.9	9.4	3.4
C/C(CC(=O)Nc1cc(Cl)ccc1Cl)=N\NC(N)=S	nt	-4.4	1.6	89.9	-7.9	2.0	-25.5	100.5	12.4	-8.4
O=C(CN1CCN(S(=O)(=O)c2ccc(F)cc2)CC1)Nc1cccc(C(F)(F)F)c1	nt	-3.1	1.1	76.7	-14.7	5.3	-31.0	70.7	12.2	-4.8
COc1ccc(Cl)cc1Nc1nc(NCCO)nc(N2CCCC2)n1	-0.4	0.2	-2.5	80.7	-5.7	-20.0	-44.2	95.4	13.2	8.5

Next part; it opens with the 2 that closed the last part.
SMILES	Phagocytosis inh	MRP1 act	NPY-Y2 antag	bCat KO growth	Yeast lifespan up	E-sel TNF inh	Yeast growth inh	HCT116 PTEN-null	Measles CPE	GALR2 antag
O=C(CN1CCN(S(=O)(=O)c2ccc(F)cc2)CC1)Nc1cccc(C(F)(F)F)c1	nt	-3.1	1.1	76.7	-14.7	5.3	-31.0	70.7	12.2	-4.8
COc1ccc(Cl)cc1Nc1nc(NCCO)nc(N2CCCC2)n1	-0.4	0.2	-2.5	80.7	-5.7	-20.0	-44.2	95.4	13.2	8.5
CCc1sc(C(=O)Nc2cc(Cl)ccc2N2CCCCC2)cc1C	0.2	-2.0	8.0	53.8	-8.7	nt	-23.4	59.7	28.7	1.9
Cc1cccc(C(=O)Oc2coc(CSc3nnc(NC(=O)C4CC4)s3)cc2=O)c1	-3.2	-3.1	2.0	94.3	-4.0	3.2	-8.6	99.7	4.5	-5.8
CC(=O)c1cnc(N2CCCCC2)nc1C	1.1	-0.7	15.7	94.1	-8.2	-32.1	-66.4	109.4	12.9	19.0
Nc1c(S(=O)(=O)c2cccs2)c2nc3ccccc3nc2n1/N=C/c1cccc(O)c1	0.7	-6.3	-1.5	2.7*	-24.6	2.6	-33.5	2.2*	3.9	2.5
Cc1ccnc(NC(=O)CCC(=O)N(CC(=O)NC2CCCCC2)c2cccc(C)c2C)c1	-2.5	-3.9	3.0	89.0	4.4	13.0	-19.4	88.9	8.6	1.9
CCCCNC(=O)c1onc(CSc2cccc3ccccc23)c1C(=O)O	nt	-0.9	10.0	99.2	7.8	11.5	-88.6	105.6	15.3	-1.8
N#Cc1c(-c2ccc(Br)cc2)cc(-c2cccnc2)nc1N	3.2	-1.3	3.8	103.6	-2.2	0.6	-38.5	90.6	10.9	7.2
CCOc1ccc(NC(=O)CC2C(=O)N(C)C(=S)N2CCCc2ccccc2)cc1 (stereo not given)	-3.5	-4.2	0.9	78.6	12.8	nt	6.7	71.5	10.5	-6.3
